GLS inhibitor = blocks human kidney-isoform glutaminase activity; 0.21% of 410,000 active; O94925; GLS enzymatic activity, qHTS titration; Potency, µM (doses to about 45.5 µM), for inactives: at the top dose activity change, negative = inhibition, hits mostly inhibitors; further: on the % scale 0 is the no-effect control and ±100 the full control effect
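hKGA; 45 mM KH2PO4 pH 8.2 + 0.02% Tween-20; cpd via pin tool; 1 mM Gln soln; GluOx/HRP/Amplex Red; RT 30 min; fluor. t0 & final.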
JMJD2A Tudor inh = inhibitors of human JMJD2A Tudor domain; 4.4% of 390,000 active; O75164; AlphaScreen JMJD2A-Tudor / H3K4me3 peptide binding; Potency, µM (top dose mostly 114 µM), for the others: top-dose activity change, negative = inhibition, usual class: inhibitors; further: on the % scale 0 is the no-effect control and ±100 the full control effect; nearly all actives have a fitted effect of over 50% in size
HP1b binding inh = inhibitors of HP1-beta chromodomain binding to methylated histone tails; P83916; AlphaScreen HP1-beta / biotin-H3K9me3 peptide binding; Potency, µM (series often up to 114 µM), for the others: at the highest dose activity change, negative = inhibition, hits mostly inhibitors; 0.56% of 390,000 active; AID 540317; further: nearly all actives have a fitted effect of over 70% in size; inactives centre near 23
Target sequence (P83916 whole entry, looked up): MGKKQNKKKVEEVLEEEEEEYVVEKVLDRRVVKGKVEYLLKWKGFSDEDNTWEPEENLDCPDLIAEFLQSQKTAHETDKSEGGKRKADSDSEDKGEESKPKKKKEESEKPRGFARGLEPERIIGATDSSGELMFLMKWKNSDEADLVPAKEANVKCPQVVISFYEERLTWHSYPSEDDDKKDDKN
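Compound inhibition of the preformed complex between 50 nM HP1-beta and 50 nM biotinylated H3K9me3 peptide was read by AlphaScreen. Buffer was PBS pH 7.4 with 0.01% Tween-20. Incubations ran 30 min at room temperature, with 10 ug/mL donor/acceptor beads.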
BAZ2B inh = BAZ2B (human) inhibition. AID 504333. AlphaScreen BAZ2B-H3K14Ac peptide displacement. 4.4% of 360,000 active. Potency, µM (series often up to 114 µM), without a hit: at the highest dose activity change, negative = inhibition, usual class: inhibitors; further: on the % scale 0 is the no-effect control and ±100 the full control effect; nearly all actives have a fitted effect of over 60% in size
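BAZ2B 50 nM plus b-H3(5-23)K14Ac 50 nM, PBS pH 7.4/0.01% Tween-20, 30 min RT; compound added (max 110 uM), 30 min RT; streptavidin donor/Ni-chelate acceptor beads 10 ug/mL final, 20 min dark; AlphaScreen read.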
Pin1 inhibitor = inhibitors of human Pin1; Q13526; Pin1 FP peptide displacement, HiFluor488, 10 min; Potency, µM (highest dose often 115 µM), for the others: at the highest dose activity, negative = inhibition, hits mostly inhibitors; 0.009% of 390,000 active; AID 504891; active means well fitted inhibition curve with a large enough effect in the polarisation, with a control signal flat, not every such curve was filed as active; inconclusive means small, poorly fitted or top-dose-only effect, or effect the other way, or a change in a side signal; inactive means no such curve, though single readings can be large or run the other way; the % refers to the polarisation; further: on the % scale 0 is the no-effect control and ±100 the full control effect
BLM inh = inhibitors of human Bloom syndrome helicase BLM; AID 2528; 0.2% of 350,000 active; Potency, µM (highest dose often 56.1 µM), without a hit: top-dose activity change, negative = inhibition, actives largely listed as inhibitors; P54132; recombinant BLM DNA unwinding, fluorescence dequenching;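 further: plate controls were vehicle for no effect and no enzyme for full effect; nearly all actives have a fitted effect of over 35% in size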
PGK inhibitor = T. brucei PGK inhibition; P07378; PGK/GAPDH coupled, Kinase-Glo luminescence, 60 min; Potency, µM (doses to about 57.5 µM), inactives show at the highest dose activity change, negative = inhibition, hits mostly inhibitors; 0.043% of 380,000 active; AID 602233; further: on the % scale 0 is the no-effect control and ±100 the full control effect; nearly all actives have a fitted effect of over 60% in size
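Luminescent ATP detection (Kinase-Glo Plus) follows a 60-minute room-temperature incubation, with wells lacking PGK as controls. Buffer: 100 mM TEA (pH 7.6), 5 mM MgCl2, 0.01% Tween-20. Coupling enzyme GAPDH (100 nM final) supplies unstable 1,3-BPG in-well.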
G9a block = inhibitors of human histone lysine methyltransferase G9a; Potency, µM (highest dose often 102 µM), for inactives: top-dose activity, negative = inhibition, hits mostly inhibitors; 8.8% of 350,000 active; Q96KQ7; AID 504332; G9a H3K9 monomethylation, AlphaScreen, 2 h; further: on the % scale 0 is the no-effect control and ±100 the full control effect; nearly all actives have a fitted effect of over 75% in size
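AlphaScreen read-out: biotin-H3K9 peptide (500 nM) methylation by 20 nM enzyme with 20 uM SAM, 2 h at room temperature after 15 min compound preincubation; anti-monomethyl H3K9 antibody plus donor/acceptor beads, 10 min dark.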
POLI inh = DNA polymerase iota (human) inhibition; Q9UNA4; Pol iota fluorescent replication assay, 10 min; Potency, µM (highest dose often 115 µM), inactives show at the top dose activity, negative = inhibition, hits mostly inhibitors; 1% of 390,000 active
Target sequence (Q9UNA4 whole entry, looked up): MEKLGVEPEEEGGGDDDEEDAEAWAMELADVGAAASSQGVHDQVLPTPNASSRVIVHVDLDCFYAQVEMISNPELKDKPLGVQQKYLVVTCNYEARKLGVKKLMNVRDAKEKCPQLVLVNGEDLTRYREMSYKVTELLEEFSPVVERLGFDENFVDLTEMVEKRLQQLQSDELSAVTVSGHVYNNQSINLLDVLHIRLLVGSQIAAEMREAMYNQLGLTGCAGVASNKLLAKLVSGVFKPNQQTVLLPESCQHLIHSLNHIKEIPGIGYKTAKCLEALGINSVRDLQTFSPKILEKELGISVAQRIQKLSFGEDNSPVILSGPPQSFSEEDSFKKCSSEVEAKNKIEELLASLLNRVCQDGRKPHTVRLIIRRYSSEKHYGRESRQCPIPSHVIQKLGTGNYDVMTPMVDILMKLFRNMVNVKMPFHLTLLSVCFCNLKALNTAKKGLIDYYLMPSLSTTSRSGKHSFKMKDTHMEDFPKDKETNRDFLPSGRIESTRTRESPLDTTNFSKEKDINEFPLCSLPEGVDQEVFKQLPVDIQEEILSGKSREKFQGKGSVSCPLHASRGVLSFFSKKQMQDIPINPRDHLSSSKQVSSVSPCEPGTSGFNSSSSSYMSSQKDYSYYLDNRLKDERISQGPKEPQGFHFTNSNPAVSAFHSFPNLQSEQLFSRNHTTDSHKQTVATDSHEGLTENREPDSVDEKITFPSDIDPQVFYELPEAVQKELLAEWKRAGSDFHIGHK
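Pol iota at 10 nM preincubated 15 min with compounds at room temperature; reaction started with fluorescent substrate, 50 nM final. Fluorescence read kinetically at 0 and 10 min; buffer-only wells as negative control.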
* hit, by the source's call; i = inactive; ? = inconclusive; / = no result given; [ ] = dose if it differs, or a comment. Unless noted, the call rests on the fitted dose curve; in most records, active means well fitted curve in the direction sought with a large enough effect; inconclusive means small, poorly fitted or top-dose-only effect, or another doubt; inactive means no such curve, though single readings can be large; an effect the other way counts as inactive or inconclusive. Potency means the concentration at half of the fitted maximal effect.

GLS inhibitor	JMJD2A Tudor inh	HP1b binding inh	BAZ2B inh	Pin1 inhibitor	BLM inh	PGK inhibitor	G9a block	POLI inh	structure
-6%	9%	18%	-11%	5%	0%	-3%	?	-3%	CCCNC(=S)N1CCC(n2cnc3ccccc32)CC1
1%	-4%[11.4 µM]	20%	-10%	-1%	-4%	-3%	?	52%[activator]	COC(=O)C12CCC(C)(c3nc4ccccc4nc31)C2(C)C (configuration not stated)
0%	-3%	12%	4%	2%	3%	-6%	0%[59 µM]	4%[58.9 µM]	O=c1c2ccccc2ncn1C1CCCCC1
-12%	-7%	9%	-1%	-4%	-3%	-2%	21%	?	CCOc1ccc(S(=O)(=O)Nc2ncn[nH]2)cc1
15%	?	-22%	/	-1%	/	-12%	/	?	O=[N+]([O-])c1cc(-c2csc(NCCc3nc4cc(Cl)c(N5CCCCC5)cc4n3CCCO)n2)ccc1Cl
5%	-6%	15%	-6%	-3%	2%	-1%	-33%[12.7 µM]	3%	O=C(c1ccco1)N(Cc1cccs1)C1CCS(=O)(=O)C1 (configuration not stated)
14%	-25%	17%	?	0%	-13%	-7%	?	32%[activator]	CC(=O)c1sc(NC(=O)C2(F)C(F)(F)C(F)(F)C(F)(F)C(F)(F)C2(F)F)nc1C
-7%	-14%	0%	-1%	-11%	-1%	-6%	-10%[59 µM]	-22%	Cc1cc(NC(=O)c2ccc(Cn3nc(C)c(Br)c3C)o2)no1

Entries from the list above that contain a furan ring, fused or not:
GLS inhibitor	JMJD2A Tudor inh	HP1b binding inh	BAZ2B inh	Pin1 inhibitor	BLM inh	PGK inhibitor	G9a block	POLI inh	structure
5%	-6%	15%	-6%	-3%	2%	-1%	-33%[12.7 µM]	3%	O=C(c1ccco1)N(Cc1cccs1)C1CCS(=O)(=O)C1 (configuration not stated)
-7%	-14%	0%	-1%	-11%	-1%	-6%	-10%[59 µM]	-22%	Cc1cc(NC(=O)c2ccc(Cn3nc(C)c(Br)c3C)o2)no1

(list continues)
GLS inhibitor	JMJD2A Tudor inh	HP1b binding inh	BAZ2B inh	Pin1 inhibitor	BLM inh	PGK inhibitor	G9a block	POLI inh	structure
-1%	-2%	25%	-12%	-8%	0%	i	-6%	-1%	CC(C)(C)C(=O)Nc1nnc(CC(=O)NCc2ccccc2)s1
3%	3%	33%	4%	7%	1%	-8%	-5%[59 µM]	-19%	CN1CCN(C(=O)C(=O)Nc2c3c(nn2-c2cccc(Cl)c2)CSC3)CC1
3%	-8%	15%	-3%	-8%	2%	4%	-10%	33%[activator]	Cc1ccc(-n2ncc(C(=O)N3CCN(C(=O)c4ccco4)CC3)c2-n2cccc2)cc1
3%	?	-19%	?	-14%	-4%	-6%	-29%[59 µM]	22%	COc1ccccc1N1CCN(c2ncc3c(n2)CCN(Cc2ccc(C)s2)C3)CC1
-13%	1%	39%	9%	-4%	0%	-7%	-4%[59 µM]	9%	O=C1CCC(=O)N1OCCCOc1ccc2c(c1)CCC2
-4%	-15%	35%	-4%[57.1 µM]	38%[activator]	-9%	-11%	9%	0%	CCOC(=O)c1c(C)[nH]c(C(=O)CSc2nnc(-c3cccs3)n2Cc2ccccc2)c1C
0%	-20%	-6%	1%	0%	-1%	-3%	-40%	45%[activator]	O=C1NCCN1CCNS(=O)(=O)c1ccccc1[N+](=O)[O-]
0%	2%	36%	0%	0%	/	2%	?	20%	COc1cccc(NC(=O)C(C)C)c1
25%	-2%	11%	1%	3%	4%	-2%	-2%[59 µM]	2%	COc1ccc(NC(=S)NN2CCN(C)CC2)cc1OC
0%	3%	18%	-18%	-3%	/	-3%	35µM*	54%[activator]	CCN(CC)CCn1c2c(c(SCC(=O)Nc3ccc4c(c3)OCO4)nc1=O)CCC2
?	56µM*	?	40µM*	/	2%	-5%	10µM*	-16%	C=CCOc1c(OC)cc(/C=N/Nc2cccc(C(=O)O)c2)c(Br)c1Br
-12%	10%	39%	-6%	0%	-3%	-4%	20%	-5%	O=C(NC1CCCCC1)c1cc(-n2cnnc2)ccc1Cl
-7%	-19%	25%	-9%	2%	-3%	-10%	-10%[59 µM]	6%	COc1ccccc1NC(=O)CSc1nc2ccccc2c(=O)n1CCC(=O)NC1CCCCC1
1%	-27%	21%	-32%	0%	-11%	i	-7%	114%[activator]	Cc1c(Br)c([N+](=O)[O-])nn1CC(=O)Nc1ccc(C(C)C)cc1
-1%	5%	20%	3%	-2%	0%	2%	19%[2.33 µM]	23%	CN(C)c1nc(N)nc(CSc2ccccn2)n1
3%	-3%	28%	2%	-4%	-3%	/	-5%[59 µM]	31%[activator]	CCOc1ccc(OCC)c(Nc2nc3ccccc3n3nnnc23)c1
18%	8%[57.1 µM]	55%[activator]	-18%	-4%	-5%	10%	-31%[59 µM]	-2%	Cc1ccc(NS(=O)(=O)c2ccc(Cl)s2)cc1S(=O)(=O)N(C)C
3%	-14%	12%[57 µM]	4%	-2%	-1%	-5%	-4%[59 µM]	15%	CCOC(=O)c1nc(Nc2ccc(Cl)cc2)c2c(C)noc2n1
8%	-19%	17%	9%	-3%	1%	-4%	21%[59 µM]	43%[activator]	CS(=O)(=O)Oc1ccc(/C=N/NC(=O)c2ccncc2)cc1
-3%	6%	13%	-5%	0%	/	-7%	-6%[2.33 µM]	2%	O=C(COc1cccc2c1CCNC2=O)Nc1ccc(Cl)cc1
-7%	-7%	37%	4%	4%	-9%	i	-24%	96%[activator]	Cn1c2ccccc2c2n[nH]c(=O)nc21
14%	79µM*	-30%	?	-1%	-2%	0%	7%[0.0925 µM]	-22%	COc1ccc(-c2cc(C)no2)cc1S(=O)(=O)NCCc1ccco1
-10%	-1%	32%	-19%	-2%	-5%	0%	?	123%[activator]	CCCCN(C)CCNC(=O)C(=O)c1c(C)[nH]c2ccccc12
7%	-11%	14%	-3%	-4%	-6%	3%	-3%	-28%	COc1ccc2[nH]c(=O)c(CN(CC3CCCO3)C(=S)Nc3ccc(C)cc3)cc2c1 (configuration not stated)
-9%	-3%[57.1 µM]	72%[activator]	1%	-1%	-1%	-4%	6%[59 µM]	-4%	CCOc1ccc2[nH]c(=O)c(CN(Cc3ccc(C)cc3)C(=O)N3CCCC3)cc2c1
6%	-10%	30%	4%	-1%	0%	4%	66%[activator]	-3%	COCCCNC(=O)CN(Cc1ccccc1)S(=O)(=O)c1ccccc1
13%	-6%	29%	13%	10%	-3%	-1%	3%[12.7 µM]	18%	CCOC(=O)C(CCC(=O)O)(CCC(C)C)c1csc(N)n1 (configuration not stated)
5%	-6%	7%	-5%	-2%	-1%	-1%	12%	154%[activator]	O=C(CN1C(=O)NC2NC(=O)NC21)NN=C1CCCC1 (configuration not stated)
-2%	-13%	14%	-15%	0%	-1%	-14%	-50%	26%	CC(=O)NC(CSc1cc(C)nc2ccc(Br)cc12)C(=O)O (configuration not stated)
5%	3.5µM*	16µM*	35µM*	13%	-8%	1%	7.1µM*	23%	COc1cccc(-c2ncc3ccccn23)c1
3%	0%	14%	8%	3%	-1%	-4%	?	12%	CCOC(=O)N1CCN(C(=O)c2cccc(NC(=O)c3ccco3)c2)CC1
10%	-8%	34%	0%	-2%	0%	-11%	/	-21%	COc1ccccc1P(=O)(c1ccccc1)c1ccccc1NC(C)=O (configuration not stated)
12%	-13%	33%	-6%	2%	-7%	-6%	-10%	12%	COc1ccc(Cc2nnc(NC(=O)c3ccc(C)cc3)s2)cc1OC
19%	-26%	7%	-30%	0%	-4%	i	?	?	Cc1cccc(N=C2C(=O)Nc3c(Cl)cccc32)c1
1%	-19%	32%	/	-4%	/	-9%	/	20%	COCCNc1nc(C)cc(-c2cc(C(=O)Nc3ccccc3)on2)n1
-3%	-10%	8%[57 µM]	/	-14%	/	1%	/	21%	O=C(O)C(Cc1ccccc1)N=C(NS(=O)(=O)c1ccccc1)c1ccccc1 (configuration not stated)
-8%	-28%	28%	-13%	0%	-20%	i	11%	38%	CC1CCCC(NC(=S)Nc2cccc(S(=O)(=O)N(C)C)c2)C1C (configuration not stated)
-6%	-4%	15%	-20%	-10%	-18%	-12%	50µM*	2µM*	Cc1ccc(C(=O)NC2(O)C(=O)c3ccccc3C2=O)cc1C
-8%	7%	82%[activator]	0%	9%	0%	0%	-2%[59 µM]	11%	O=C(CN1CCN(Cc2ccc(F)cc2Cl)S1(=O)=O)Nc1ccc(F)cc1
-3%	-14%	14%	13%	5%	-6%	5%	?	133%[activator]	CN(C)S(=O)(=O)c1cccc(NC(=O)c2ccccc2OCc2ccc(F)cc2)c1
-2%	-4%	0%	-15%	11%	-1%	-7%	?	2%	C=CCn1c(=O)/c(=C2/SC(C)=C(C)N2CC)s/c1=C1/C(=O)N(CC)C(=S)N1c1ccccc1
48%[activator]	-10%	23%	8%	6%	-7%	i	-35%	6%	CCOC(=O)c1[nH]c2ccc(OC)cc2c1N=CN(C)C
0%	?	-7%	-38%	-5%	-11%	-5%	21%[12.7 µM]	-10%	CCOC(=O)c1cnn(-c2ccccc2)c1-n1cccc1C(=O)C(=O)Nc1ccc(OC)cc1
0%	-14%	54%[activator]	/	0%	/	-5%	/	-10%	C[C@H](CO)N1C[C@H](C)[C@@H](CN(C)C(=O)Nc2ccccc2)Oc2c(NS(=O)(=O)c3cn(C)cn3)cccc2C1=O
-1%	-6%	6%	-25%	-1%	-1%	0%	23%[12.7 µM]	?	CC(C(=O)O)N(C(=O)c1ccccc1)c1ccc(F)cc1 (configuration not stated)
21%	-20%[57.1 µM]	11%	-4%	-7%	0%	i	10%[59 µM]	26%	N#Cc1ccc(N2CCN(c3ccc(F)cc3)CC2)cc1

A portion of the library (hit frequency here may not be typical).
